Scp1 inh: Scp-1 (human) phosphatase inhibition | Recombinant Scp1, phosphopeptide, malachite green phosphate absorbance | inhibition, % at 20 µM | 340,000 compounds, 0.88% hits;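 active = inhibition above about 50% at 20 µM, limit read from the data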;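 note: plate controls were DMSO wells with enzyme for no effect and wells lacking enzyme for full effect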
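Test system: SCP-1 catalytic domain; Buffer or medium: Acidic Tris acetate buffer with magnesium and detergent; Also added: Phosphorylated 17-residue peptide substrate; Compound: single 20 µM dose, 1% DMSO; Schedule: enzyme reaction 45 min at room temperature, colour 5 min, stabilisation 30 min; Signal: Phosphate-binding colour reagent, absorbance read at 630 nm.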
SKN-1 inh: C. elegans SKN-1 inhibition. C. elegans VP596 Pgst-4::GFP/RFP ratio, acrylamide-induced, 24 h. inhibition, % at 21.8 µM. 360,000 compounds, 0.49% hits;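 active = interference check ratio from 0.5 to 1.5 plus GFP to RFP signal ratio inhibition reaching or exceeding a fixed threshold, cut at about 30% in these data, passing the limit was not always enough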; note: some compounds called inactive have numbers as strong as hits
Neddylation inh: inhibitors of human cullin neddylation; TR-FRET cullin neddylation, biochemical; 360,000 compounds, 0.58% hits; calls only at 25 µM; P61081+Q13564; in the data active = inhibition above about 36%
NadD block: blocks S. aureus nicotinate mononucleotide adenylyltransferase | purified NadD enzyme, colorimetric absorbance read-out | inhibition, % at 20 µM | 360,000 compounds, 0.78% hits; in the data active = inhibition above about 26%; note: some compounds past the cut are filed as inactive
TbMetRS inhib: blocks T. brucei methionyl-tRNA synthetase activity | AID 624268 | inhibition, % at 11.9 µM | purified T. brucei MetRS, ATP depletion, Kinase-Glo luminescence | 360,000 compounds, 0.4% hits;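 active = inhibition above a per-plate cutoff of the control wells' mean inhibition plus 3 SD, cut at about 5.5% in these data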;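 note: 0% = DMSO wells median and 100% = median of wells with control inhibitor compound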
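Measured by: Kinase-Glo luciferase luminescence reporting remaining unconsumed ATP. Material: purified T. brucei MetRS enzyme. Doses: 11.9 µM compound single dose, 0.9% DMSO. Medium: HEPES buffer containing pyrophosphatase, BSA, spermine, DTT. Times: 15 min preincubation, 2 h reaction, all 25 °C. Reagent: methionine, ATP and bulk E. coli tRNA.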
NRP1-CendR mod: modulators of CendR peptide binding to human neuropilin-1 | O14786 | FAM-RPARPAR peptide binding to NRP-1, fluorescence polarization | 360,000 compounds, 0.85% hits | inhibition, % at 25 µM;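 active = inhibition or corrected inhibition above about 18%, plus a signal ratio from 0.5 to 1.5, limit read from the data, passing the limit was not always enough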; note: strong numbers were not always called active
DNMT1 inh: DNMT1 (human) enzyme inhibition | 360,000 compounds, 0.83% hits | AID 588458 | P26358 | DNMT1 molecular beacon, Hinp1I cleavage, fluorescence | inhibition (reported as % activation of signal), % at 10 µM; in the data active = inhibition above about 50%
Target sequence (P26358 504-1616 limits assumed): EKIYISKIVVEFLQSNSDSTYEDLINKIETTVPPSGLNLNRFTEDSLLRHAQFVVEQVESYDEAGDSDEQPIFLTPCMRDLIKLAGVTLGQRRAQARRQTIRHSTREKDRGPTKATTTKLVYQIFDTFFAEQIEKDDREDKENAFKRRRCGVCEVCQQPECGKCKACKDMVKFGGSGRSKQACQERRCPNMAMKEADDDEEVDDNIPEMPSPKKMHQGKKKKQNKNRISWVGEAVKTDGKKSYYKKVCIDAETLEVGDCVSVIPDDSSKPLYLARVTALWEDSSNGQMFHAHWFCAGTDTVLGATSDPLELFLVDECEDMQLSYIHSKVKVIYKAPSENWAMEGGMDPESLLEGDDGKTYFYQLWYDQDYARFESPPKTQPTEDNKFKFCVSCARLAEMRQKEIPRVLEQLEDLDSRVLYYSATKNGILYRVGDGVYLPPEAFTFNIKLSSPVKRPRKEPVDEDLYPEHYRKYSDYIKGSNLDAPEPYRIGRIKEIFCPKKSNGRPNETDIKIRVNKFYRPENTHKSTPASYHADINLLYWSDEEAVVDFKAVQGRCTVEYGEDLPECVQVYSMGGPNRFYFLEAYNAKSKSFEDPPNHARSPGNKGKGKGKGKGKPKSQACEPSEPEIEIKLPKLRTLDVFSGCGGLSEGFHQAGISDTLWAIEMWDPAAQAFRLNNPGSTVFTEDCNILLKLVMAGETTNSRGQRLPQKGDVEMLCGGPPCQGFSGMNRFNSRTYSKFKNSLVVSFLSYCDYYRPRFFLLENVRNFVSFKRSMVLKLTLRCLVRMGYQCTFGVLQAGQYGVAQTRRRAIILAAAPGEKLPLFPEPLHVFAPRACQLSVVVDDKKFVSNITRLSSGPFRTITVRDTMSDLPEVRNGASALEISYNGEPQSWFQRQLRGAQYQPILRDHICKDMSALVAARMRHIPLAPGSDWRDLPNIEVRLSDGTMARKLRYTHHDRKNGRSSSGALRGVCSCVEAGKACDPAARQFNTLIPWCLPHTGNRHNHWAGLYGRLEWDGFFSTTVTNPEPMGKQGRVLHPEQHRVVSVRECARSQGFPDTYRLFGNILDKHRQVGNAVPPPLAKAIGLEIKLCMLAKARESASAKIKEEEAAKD
SUMO1 PPI mod: SUMO1-SIM interaction modulation. AID 602429. 360,000 compounds, 0.33% hits. P63165. inhibition, % at 20 µM. SUMO1 binding to a labelled peptide, TR-FRET, 1 h; in the data active = inhibition above about 37%
STEP block: STEP (human) phosphatase inhibition | P54829 | recombinant STEP, OMFP fluorogenic substrate, fluorescence | inhibition, % at 20 µM | 360,000 compounds, 0.25% hits | AID 588621;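 active = inhibition at 20 µM, scaled per plate between control wells, above about 37%, limit read from the data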;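 note: 0% = DMSO with enzyme and substrate and 100% = substrate only without enzyme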
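System: isolated STEP enzyme; schedule: 20 min enzyme reaction at room temperature, protected from light; medium: Bis-Tris buffer pH 6.0, 2.5 mM DTT, 0.005% Tween 20; signal: fluorescence, 480/540 nm; dosing: single compound dose of 20 µM, 1% DMSO final; also added: OMFP substrate, 25 µM final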
LMPTP inh: blocks human LMPTP phosphatase. P24666. recombinant LMPTP-A, OMFP fluorogenic substrate, fluorescence intensity. inhibition, % at 20 µM. 360,000 compounds, 0.22% hits. AID 651560;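 active = compounds that cut the enzyme signal by at least half of the control window in the single-dose screen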;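 note: plate controls were DMSO wells with enzyme plus substrate for no effect and substrate without enzyme for full effect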
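Assay system: LMPTP-A phosphatase enzyme | Input: 0.625 nM enzyme | Also added: Fluorogenic phosphatase substrate OMFP at 400 µM final | Compound dosing: One test concentration per compound, 20 µM, with 3% DMSO overall | Schedule: 50 min enzyme reaction at room temperature, protected from light | Signal: Fluorescence intensity | Benchmarks: no-enzyme and uninhibited controls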
* = called active by the depositor.

What do the screens show for `COc1cc(=O)[nH]c(SC(C)C(=O)Nc2cc(C)on2)n1` (stereo unspecified)?
Scp1 inh: -3; SKN-1 inh: 15; Neddylation inh: inactive; NadD block: 4; TbMetRS inhib: -0.3; NRP1-CendR mod: 7; DNMT1 inh: 2; SUMO1 PPI mod: 2; STEP block: 1; LMPTP inh: 0.5

How did Cc1cccc(Cn2c(C)c(C)c3cc(C(=O)NCCN4CCOCC4)ccc32)c1 do in these assays?
Scp1 inh: 23; SKN-1 inh: -11; Neddylation inh: inactive; NadD block: -5; TbMetRS inhib: -1.4; NRP1-CendR mod: -10; DNMT1 inh: -6; SUMO1 PPI mod: 2; STEP block: 0; LMPTP inh: 1.6

How did CCOc1ccc(NC(=O)C2CCN(S(=O)(=O)c3c(C)noc3C)CC2)cc1 do in these assays?
Scp1 inh: -6; SKN-1 inh: 23; Neddylation inh: inactive; NadD block: 2; TbMetRS inhib: -0.4; NRP1-CendR mod: 13; DNMT1 inh: -2; SUMO1 PPI mod: -2; STEP block: 1; LMPTP inh: 0.0

What do the screens show for `CN(C)c1ccc(-c2n(C)c3ccccc3[n+]2C)cc1`?
Scp1 inh: -5; SKN-1 inh: 1; Neddylation inh: inactive; NadD block: -7; TbMetRS inhib: -1.0; NRP1-CendR mod: 10; DNMT1 inh: -4; SUMO1 PPI mod: 4; STEP block: -6; LMPTP inh: -2.0

What do the screens show for `O=[N+]([O-])c1cccc(S(=O)(=O)Nc2ccc(-c3ccc(N4CCCC4)nn3)cc2)c1`?
Scp1 inh: 5; SKN-1 inh: -1; Neddylation inh: inactive; NadD block: 14; TbMetRS inhib: -0.3; NRP1-CendR mod: -6; DNMT1 inh: -10; SUMO1 PPI mod: -22; STEP block: 4; LMPTP inh: 5.2

How did c1ccc(-c2nccc(-c3ccc(-n4cnc5ccccc54)cc3)n2)nc1 do in these assays?
Scp1 inh: 1; SKN-1 inh: 7; Neddylation inh: inactive; NadD block: 66*; TbMetRS inhib: -1.4; NRP1-CendR mod: -7; DNMT1 inh: 2; SUMO1 PPI mod: -6; STEP block: 6; LMPTP inh: 9.3

Results for COc1ccccc1NC(=S)N(Cc1ccco1)Cc1cc2cc(C)c(C)cc2[nH]c1=O ?
Scp1 inh: -5; SKN-1 inh: 3; Neddylation inh: inactive; NadD block: 15; TbMetRS inhib: -0.8; NRP1-CendR mod: -7; DNMT1 inh: -9; SUMO1 PPI mod: -2; STEP block: 1; LMPTP inh: 1.6

Results for CCCCC(C(=O)NC1CCCC1)N(C(=O)c1snc(C(N)=O)c1N)c1ccc(OCC)cc1 (stereo unspecified) ?
Scp1 inh: 2; SKN-1 inh: -2; Neddylation inh: inactive; NadD block: -4; TbMetRS inhib: -4.0; NRP1-CendR mod: 2; DNMT1 inh: -1; SUMO1 PPI mod: -8; STEP block: 1; LMPTP inh: 1.9

Results for CC1CC(C)CN(C(=O)c2cc3ccccc3o2)C1 (stereo unspecified) ?
Scp1 inh: 1; SKN-1 inh: -3; Neddylation inh: inactive; NadD block: -1; TbMetRS inhib: -0.3; NRP1-CendR mod: -5; DNMT1 inh: 1; SUMO1 PPI mod: 8; STEP block: 4; LMPTP inh: -0.2

What do the screens show for `Cc1ccc2[nH]c3c(c2c1)CN(C(=O)CN1CCCc2ccccc21)CC3`?
Scp1 inh: 2; SKN-1 inh: 12; Neddylation inh: inactive; NadD block: 25; TbMetRS inhib: 0.6; NRP1-CendR mod: -47; DNMT1 inh: -9; SUMO1 PPI mod: -8; STEP block: 0; LMPTP inh: 2.3

What do the screens show for `CCOC(=O)C1CCCN(C(=O)c2[nH]c3ccc(OC)cc3c2C)C1` (stereo unspecified)?
Scp1 inh: -4; SKN-1 inh: 7; Neddylation inh: inactive; NadD block: 0; TbMetRS inhib: -0.3; NRP1-CendR mod: 4; DNMT1 inh: -1; SUMO1 PPI mod: 0; STEP block: -1; LMPTP inh: -1.0

What do the screens show for `O=C(CSc1nnc(SCc2ccccc2Cl)s1)N/N=C/c1ccc(C(=O)O)cc1`?
Scp1 inh: 6; SKN-1 inh: -7; Neddylation inh: inactive; NadD block: 4; TbMetRS inhib: -0.6; NRP1-CendR mod: -21; DNMT1 inh: 0; SUMO1 PPI mod: -5; STEP block: 1; LMPTP inh: 1.5

Results for COc1ccccc1N1CCN(CC(=O)Nc2cc(C)nn2-c2nc(C)cc(C)n2)CC1 ?
Scp1 inh: -1; SKN-1 inh: 2; Neddylation inh: inactive; NadD block: 1; TbMetRS inhib: -0.3; NRP1-CendR mod: 18; DNMT1 inh: 2; SUMO1 PPI mod: -4; STEP block: 0; LMPTP inh: -0.3

How did O=C(COC(=O)c1ccccn1)Nc1ccc2c(c1)OCO2 do in these assays?
Scp1 inh: -1; SKN-1 inh: 15; Neddylation inh: inactive; NadD block: 0; TbMetRS inhib: 0.3; NRP1-CendR mod: 3; DNMT1 inh: -4; SUMO1 PPI mod: 0; STEP block: 0; LMPTP inh: 0.4

Results for C[C@]12CC[C@H](OC(=O)CCC(=O)O)CC1=CCC1C2CC[C@@]2(C)C1CC[C@@H]2N (stereo partly specified) ?
Scp1 inh: 6; SKN-1 inh: -6; Neddylation inh: inactive; NadD block: 1; TbMetRS inhib: -0.3; NRP1-CendR mod: 1; DNMT1 inh: 4; SUMO1 PPI mod: 0; STEP block: -3; LMPTP inh: -0.8

Results for CC1CCCCN1Cc1ccc(-c2nnn(CC(=O)NC3CCCCC3)n2)cc1 (stereo unspecified) ?
Scp1 inh: 0; SKN-1 inh: -14; Neddylation inh: inactive; NadD block: -4; TbMetRS inhib: -1.4; NRP1-CendR mod: -6; DNMT1 inh: 1; SUMO1 PPI mod: 1; STEP block: -3; LMPTP inh: -2.4

What do the screens show for `c1cc2cc(-c3c(-c4ccc5c(c4)OCO5)noc3-c3ccsc3)ccc2[nH]1`?
Scp1 inh: -9; SKN-1 inh: 20; Neddylation inh: inactive; NadD block: 0; TbMetRS inhib: -0.2; NRP1-CendR mod: 11; DNMT1 inh: -25; SUMO1 PPI mod: -6; STEP block: -3; LMPTP inh: 4.8

How did COc1ccc(-n2nnnc2SCC(=O)NC2CC2)cc1 do in these assays?
Scp1 inh: 0; SKN-1 inh: 5; Neddylation inh: inactive; NadD block: 7; TbMetRS inhib: -0.6; NRP1-CendR mod: 2; DNMT1 inh: 0; SUMO1 PPI mod: -1; STEP block: -8; LMPTP inh: -0.3

How did COc1ccccc1/C=N/NC(=S)NCc1ccco1 do in these assays?
Scp1 inh: 2; SKN-1 inh: -1; Neddylation inh: inactive; NadD block: 0; TbMetRS inhib: -0.5; NRP1-CendR mod: 2; DNMT1 inh: 0; SUMO1 PPI mod: 0; STEP block: 0; LMPTP inh: 1.0

Results for CCc1ccccc1N(CC(=O)O)S(C)(=O)=O ?
Scp1 inh: -5; SKN-1 inh: -17; Neddylation inh: inactive; NadD block: -3; TbMetRS inhib: -0.2; NRP1-CendR mod: -20; DNMT1 inh: -6; SUMO1 PPI mod: 5; STEP block: 3; LMPTP inh: -1.9

What do the screens show for `Cc1nc(-c2ccncc2)nc(NCCNc2ncccc2C(F)(F)F)c1Cl`?
Scp1 inh: -2; SKN-1 inh: 17; Neddylation inh: inactive; NadD block: -5; TbMetRS inhib: -0.8; NRP1-CendR mod: 8; DNMT1 inh: 2; SUMO1 PPI mod: 5; STEP block: 5; LMPTP inh: -0.2

How did Cc1nc(-c2ccc(Cl)cc2)sc1C1(C)CC(c2ccccc2F)=NO1 (stereo unspecified) do in these assays?
Scp1 inh: -10; SKN-1 inh: 3; Neddylation inh: inactive; NadD block: 4; TbMetRS inhib: -0.3; NRP1-CendR mod: 2; DNMT1 inh: 0; SUMO1 PPI mod: 4; STEP block: 0; LMPTP inh: 2.7

What do the screens show for `COc1ccc(CNC(=O)C(OC(=O)c2ccco2)c2ccccc2F)cc1` (stereo unspecified)?
Scp1 inh: 57*; SKN-1 inh: 4; Neddylation inh: inactive; NadD block: 0; TbMetRS inhib: 1.4; NRP1-CendR mod: -9; DNMT1 inh: -1; SUMO1 PPI mod: 1; STEP block: 0; LMPTP inh: -1.0

Results for Cc1ccc(CNC(=O)Cc2ccc(Br)cc2)cc1 ?
Scp1 inh: -3; SKN-1 inh: 10; Neddylation inh: inactive; NadD block: -6; TbMetRS inhib: -0.1; NRP1-CendR mod: 3; DNMT1 inh: 2; SUMO1 PPI mod: 1; STEP block: 0; LMPTP inh: -0.1

What do the screens show for `O=C(NCc1ccc(F)cc1)c1cc(C2CCCN(C(=O)CCCc3ccccc3)C2)on1` (stereo unspecified)?
SKN-1 inh: -6; Neddylation inh: inactive; NadD block: -4; TbMetRS inhib: -0.3; NRP1-CendR mod: -21; DNMT1 inh: -2; SUMO1 PPI mod: -4; STEP block: -1; LMPTP inh: 1.3

Results for O=C(COc1ccccc1)N1CCN(C(=O)c2ccc([N+](=O)[O-])cc2)CC1 ?
Scp1 inh: 1; SKN-1 inh: 2; Neddylation inh: inactive; NadD block: 4; TbMetRS inhib: -0.1; NRP1-CendR mod: 6; DNMT1 inh: 3; SUMO1 PPI mod: -26; STEP block: -2; LMPTP inh: -2.5

Results for CC(=O)c1ccc(-c2ccc(Cn3c(C)nc4cc(N)c(C)nc43)cc2)cc1 ?
Scp1 inh: -1; SKN-1 inh: 1; Neddylation inh: inactive; NadD block: 9; TbMetRS inhib: 0.3; NRP1-CendR mod: -18; DNMT1 inh: -23; SUMO1 PPI mod: -4; STEP block: -1; LMPTP inh: 1.6

How did Cc1ccc(C(=O)COC(=O)COc2ccccc2[N+](=O)[O-])s1 do in these assays?
Scp1 inh: -13; SKN-1 inh: -13; Neddylation inh: inactive; NadD block: 0; TbMetRS inhib: 0.3; NRP1-CendR mod: 2; DNMT1 inh: 3; SUMO1 PPI mod: -12; STEP block: 1; LMPTP inh: 1.0

Structural class, the compounds so far containing a thiophene ring, fused or not
What do the screens show for `c1cc2cc(-c3c(-c4ccc5c(c4)OCO5)noc3-c3ccsc3)ccc2[nH]1`?
Scp1 inh: -9; SKN-1 inh: 20; Neddylation inh: inactive; NadD block: 0; TbMetRS inhib: -0.2; NRP1-CendR mod: 11; DNMT1 inh: -25; SUMO1 PPI mod: -6; STEP block: -3; LMPTP inh: 4.8

How did Cc1ccc(C(=O)COC(=O)COc2ccccc2[N+](=O)[O-])s1 do in these assays?
Scp1 inh: -13; SKN-1 inh: -13; Neddylation inh: inactive; NadD block: 0; TbMetRS inhib: 0.3; NRP1-CendR mod: 2; DNMT1 inh: 3; SUMO1 PPI mod: -12; STEP block: 1; LMPTP inh: 1.0

Source: PubChem BioAssay (several laboratories)
